Screening results (PubChem)
Shn3 3UTR inh: reduction of Shn3 3'UTR firefly luciferase signal, primary screen, Schnurri-3 inhibitor project, cell-based, Clone20 osteoblasts, set 2; inhibition, % at 12.5 µM; AID 588674, 2011; hit rate 0.52% among 360,000; Clone20 osteoblast Shn3 3'UTR firefly luciferase, 24 h;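 active means mean inhibition of at least 75% with every replicate also reaching 75%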;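 further: 0% = median of neutral control wells and 100% = pilot-screen positive control compound; some compounds past the cut are filed as inactive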
HIF-2a block: HIF-2a reporter inhibitors, primary screen, luminescence, 786-0 RCC cells; hit rate 0.72% among 360,000; 786-0 RCC cells HIF-2a reporter, luciferase luminescence, overnight; inhibition, % at 18.8 µM; AID 624352, 2012;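 active means inhibition of the luminescence signal of 40% or more relative to plate controls, in a single-dose primary screen at 18.75 µM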
Peg3 promoter: Peg3 promoter-driven luciferase inhibitors, primary screen, cell-based, HeLa, luciferase luminescence. HeLa PEG-Prom luciferase reporter, overnight. hit rate 1.7% among 360,000. inhibition, % at 20 µM;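 active means inhibition of at least 50% at 20 µM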
NR2E3 ag-1: NR2E3 agonists in two-hybrid cells, primary screen, cell-based, luminescence, CHO-S, Gal4-NCOR/VP16-NR2E3. luciferase. inhibition of corepressor binding, % at 3.98 µM. hit rate 0.35% among 360,000. AID 602229, 2012;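 active means inhibition above the mean of all tested compounds plus 3 SD, cut at about 70% in these data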;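 further: 0% = DMSO with NR2E3 transfected cells and 100% = cells lacking NR2E3 construct; higher means lower luciferase signal from less NR2E3 corepressor binding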
Target sequence (Q9Y5X4 whole entry, looked up, the tested form may be a part): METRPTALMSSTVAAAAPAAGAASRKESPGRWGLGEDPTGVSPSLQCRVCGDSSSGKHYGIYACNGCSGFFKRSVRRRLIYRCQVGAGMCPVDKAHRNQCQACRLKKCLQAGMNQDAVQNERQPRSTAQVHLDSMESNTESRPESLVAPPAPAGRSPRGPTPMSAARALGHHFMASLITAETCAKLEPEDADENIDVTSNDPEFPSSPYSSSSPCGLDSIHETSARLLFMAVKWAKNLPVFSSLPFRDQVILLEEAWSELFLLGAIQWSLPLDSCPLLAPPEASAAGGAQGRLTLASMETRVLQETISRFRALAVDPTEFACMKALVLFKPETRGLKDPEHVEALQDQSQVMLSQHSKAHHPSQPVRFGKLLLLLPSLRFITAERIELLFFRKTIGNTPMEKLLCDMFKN
C8 TRAIL sens: viability loss with TRAIL in NB7+C8 cells, primary screen, TRAIL sensitizer project, cell-based, ATPlite luminescence; inhibition (viability loss, TRAIL sensitization), % at 10 µM; hit rate 1% among 360,000; AID 624354, 2012;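 active means compounds causing at least 50% loss of cell viability in the single-dose screen, relative to plate controls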
NR2E3 ag-2: inhibitors of NR2E3-RetCOR corepressor binding, primary screen, NR2E3 agonist project, biochemical, TR-FRET, GST-NR2E3, biotin-RetCOR; Photoreceptor-specific nuclear receptor (Homo sapiens), Q9Y5X4; 1536-well; inhibition of corepressor binding, % at 4.78 µM; hit rate 0.12% among 320,000; AID 2300, 2010;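 active means percent inhibition above the cutoff of mean plus 3 SD of all tested compounds, set per screening campaign, cut at about 20% in these data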;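 further: 0% = DMSO wells and 100% = biotin wells as full block of FRET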
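Assay system: NR2E3–RetCOR corepressor complex. Quantity: 1.35 nM GST-NR2E3. Buffer or medium: pH 7.5 Tris-based buffer. Reagent: biotinylated RetCOR corepressor at 7 nM final. Schedule: 5 h at 4 °C. Detection: TR-FRET, emission read at 617 and 671 nm. Replicates: one well per compound, singlicate testing.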
KKLEB cytotox: cytotoxicity in KKLEB CF airway cells, primary screen, cytotoxicity control for CF NF-kB inhibitor project, cell-based, uHTS, fluorescence assay plates. hit rate 0.36% among 360,000. KKLEB CF airway cells viability, ATPlite luminescence, overnight; hits give low values; cells stimulated with P. aeruginosa culture filtrate. activity change (cytotoxicity), % at 5 µM;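 active means corrected activity change at or below -50% at 5 µM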
LMP1 NFkB inh: EBV LMP1-driven NF-kappaB luciferase reporter inhibitors, primary screen, cell-based, luminescence, single point; AID 504558, 2011; inhibition, % at 12.5 µM; LMP1-induced NF-kappaB luciferase reporter cells; hit rate 0.69% among 350,000; in the data active means inhibition above about 41%;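 further: 0% = neutral control wells and 100% = reference inhibitor control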
MITF TRPM1 inh: inhibitors of MITF-dependent TRPM1 promoter reporter, primary screen, cell-based, SK-MEL-5, single point, luciferase | hit rate 0.83% among 330,000 | SK-MEL-5 TRPM1 promoter luciferase, 24 h | inhibition, % at 12.5 µM;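 active means mean inhibition across replicates of 60% or more, whatever share of single replicates reaches that level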; further: values of inactives mirror those of a sister screen read the other way
hiPSC survival: enhancers of single-cell hiPSC survival, primary screen, ATPlite luminescence; 100% = ROCK inhibitor wells, 0% = DMSO; survival enhancement, % at 20 µM; hit rate 0.044% among 360,000; AID 602274, 2012; in the data active means survival enhancement above about 18%;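 further: cells exposed to compounds for 16 hours before the ATP read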
CF NFkB inh: inhibitors of PAF-induced NF-kB signaling, primary screen, cell-based, GFP fluorescence, uHTS | KKLEB NF-kB-GFP reporter, GFP fluorescence overnight | inhibition, % at 5 µM | hit rate 0.86% among 360,000 | AID 588850, 2011;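 active means at least 50% inhibition at 5 µM, scaled per plate between neutral and stimulator controls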;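 further: PAF is a Pseudomonas aeruginosa culture filtrate used as stimulus; plate controls were PAF-stimulated DMSO wells for no effect and unstimulated DMSO wells for full effect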
* hit, by the source's call; x = no result given. This is a subset; rates above refer to the full screens.

Sequence of screens – Shn3 3UTR inh | HIF-2a block | Peg3 promoter | NR2E3 ag-1 | C8 TRAIL sens | NR2E3 ag-2 | KKLEB cytotox | LMP1 NFkB inh | MITF TRPM1 inh | hiPSC survival | CF NFkB inh
COc1ccc(C2(CNC(=O)c3cccc([N+](=O)[O-])c3)CCOCC2)cc1
→ 14 | 16 | 7 | 5 | -7 | 0 | 4 | -15 | -1 | 5.9 | 0
COC(=O)C1[C@H]2C(=O)N(Cc3cccs3)C[C@]23C=C[C@H]1O3 (stereo partly specified)
→ -65 | -52 | -4 | -10 | 0 | 0 | -13 | 0 | 0 | -1.5 | -4
Cc1n[nH]c(=O)c2c(NC(=O)COC(=O)Cc3c(F)cccc3Cl)oc(C)c12
→ -20 | 12 | -10 | -31 | 9 | -3 | 15 | -8 | 16 | -0.4 | -1
CCc1ccccc1OCC(=O)OCC(=O)Nc1cc(C)on1
→ 10 | 12 | 15 | -38 | -3 | 1 | 0 | 1 | 5 | 1.3 | -20
CCc1cc(=O)n2c([nH]c3ccccc32)c1C#N
→ -17 | -130 | -81 | -20 | 8 | -1 | -6 | -10 | 1 | 7.1 | 2
COc1cc([N+](=O)[O-])ccc1NC(=S)Nc1cc(C(=O)OC(C)C)cc(C(=O)OC(C)C)c1
→ 3 | 0 | 15 | -42 | 10 | -4 | -11 | 4 | 11 | 1.2 | 28
COc1ccc(-c2nnc(NC(=O)CSc3ccccc3)s2)cc1OC
→ -18 | 11 | 31 | 0 | -7 | 2 | -13 | 3 | 5 | -1.9 | 19
CSc1nc2ccccc2cc1/C=C(\C#N)c1ccc(Cl)c(Cl)c1
→ 4 | 29 | 33 | 14 | 16 | -1 | 0 | -2 | 2 | -3.2 | 6
CCOC(=O)C1CCN(Cc2cn[nH]c2-c2ccc(C)cc2)CC1
→ -6 | 3 | -5 | -11 | -19 | -4 | -3 | -1 | 3 | -0.1 | 0
Cc1ccc(CNC(=O)CCCn2c(=O)c3ccccc3n(CC(=O)NCc3ccco3)c2=O)cc1
→ -9 | 15 | 11 | -1 | -6 | 1 | 5 | -3 | -3 | 0.5 | 28
Oc1ccc(-c2sc(Nc3ccccc3)n[n+]2-c2ccc(F)cc2)cc1
→ -17 | 7 | -2 | -11 | 2 | 3 | -6 | -7 | 13 | 4.7 | 14
CCn1c2ccccc2c2cc(/C=N/O)ccc21
→ 14 | 3 | -20 | 16 | -8 | -1 | -9 | 21 | -2 | 0.9 | 72*
CC(=O)c1cccc(NC(=S)NCCc2ccc(F)cc2)c1
→ -3 | -33 | -26 | -27 | -4 | 4 | 9 | -4 | -27 | -0.1 | 10
COC(=O)c1ccc(CON2C(=O)c3ccccc3C2=O)cc1
→ -25 | -32 | -6 | -22 | -4 | -1 | 4 | 2 | -10 | -2.6 | 3
CC(=O)c1cccc(NC(=O)c2sc(Cl)nc2C)c1
→ -3 | -3 | 5 | 14 | -41 | -1 | -6 | -1 | -11 | -0.2 | 24
Cc1nc(CSc2nsc(C)c2C#N)cs1
→ -5 | -44 | -30 | -16 | 18 | 1 | -2 | -9 | -26 | 0.0 | -9
COc1ccc(C2=NOC(C(=O)NC3CCCCC3)C2)cc1OC (stereo unspecified)
→ 18 | 1 | -9 | 6 | -1 | -2 | -22 | -1 | -3 | -1.1 | 9
O=C(NC(Cc1ccccc1)C(=O)O)C1CCN(S(=O)(=O)c2ccccc2C(F)(F)F)CC1 (stereo unspecified)
→ -8 | 25 | 13 | 16 | 1 | 6 | 3 | 4 | -10 | 0.9 | -3
O=C(CSc1nc2[nH]c(=O)cc(O)c2s1)Nc1nncs1
→ 5 | 2 | 5 | -9 | -7 | x | -23 | -21 | -9 | 0.1 | 4
Cc1ccc(S(=O)(=O)N2CCCCC2)c(C)c1NS(C)(=O)=O
→ -6 | 20 | -6 | -1 | -4 | 2 | -9 | 8 | 0 | 0.3 | 17
O=C(NCc1ccc(F)cc1)c1cccs1
→ 6 | 10 | 4 | 10 | -13 | -2 | 0 | 7 | -2 | 1.9 | 1
Cc1nnsc1C(=O)N1CCN(c2ccc(F)cc2)CC1
→ 2 | 2 | 0 | -7 | 4 | -2 | 10 | 0 | 0 | -0.4 | -4
CC(C)N1C(=O)N(c2ccc(Cl)cc2)C(C)(O)CC1(C)C (stereo unspecified)
→ 4 | -12 | -4 | -13 | -10 | 3 | 6 | -7 | -3 | 0.0 | -10
O=C(Nc1nc(-c2ccccc2)cs1)c1ccc(Br)o1
→ -2 | -252 | -233 | -44 | 10 | 7 | -4 | -12 | -34 | 11 | -48
CC(=O)N1CN(C2CC(C)(C)NC(C)(C)C2)Cc2c1sc1c2CCCC1
→ -12 | 13 | -16 | -15 | 0 | 3 | 0 | -6 | -9 | 0.6 | -14
CCCn1c(C)c(C(=O)OCC)c(O)c(-c2ccccc2)c1=O
→ -2 | 12 | 3 | 17 | 2 | -3 | 6 | x | x | -0.6 | -4
NS(=O)(=O)c1ccc(CNC(=S)NC(=O)c2ccco2)cc1
→ 94* | 3 | 2 | 7 | -10 | x | -4 | 11 | 6 | 1.7 | -1
CN1CCC(n2[nH]c(-c3ccccc3)c(Cc3ccccc3)c2=O)CC1
→ 1 | 19 | -9 | 7 | -13 | x | -13 | -9 | -23 | -0.4 | 5
C=CCn1c(N)cc(=O)nc1SCC(=O)Nc1ccc(C(=O)OCC)cc1
→ -7 | 7 | 3 | 1 | -1 | -3 | 0 | -4 | -4 | -0.6 | 2
Cc1ccc(CN2CCN(/N=C\C(Br)=C\c3ccccc3)CC2)cc1
→ 2 | -6 | 13 | 13 | 1 | 1 | -13 | 16 | 8 | 1.2 | 0

The closing 2 compounds of the part before lead into the next:
Sequence of screens – Shn3 3UTR inh | HIF-2a block | Peg3 promoter | NR2E3 ag-1 | C8 TRAIL sens | NR2E3 ag-2 | KKLEB cytotox | LMP1 NFkB inh | MITF TRPM1 inh | hiPSC survival | CF NFkB inh
C=CCn1c(N)cc(=O)nc1SCC(=O)Nc1ccc(C(=O)OCC)cc1
→ -7 | 7 | 3 | 1 | -1 | -3 | 0 | -4 | -4 | -0.6 | 2
Cc1ccc(CN2CCN(/N=C\C(Br)=C\c3ccccc3)CC2)cc1
→ 2 | -6 | 13 | 13 | 1 | 1 | -13 | 16 | 8 | 1.2 | 0
Cc1cc(-c2c(C)[nH]n(-c3ccccc3)c2=O)n[nH]1
→ -5 | 7 | -1 | -11 | 5 | -4 | 2 | -3 | 18 | 0.1 | -12
Nn1c(Cc2ccccc2F)nnc1SCC(=O)Nc1cccc(S(=O)(=O)NC2=NCCCCC2)c1
→ 2 | 15 | 3 | -9 | 1 | 4 | 1 | -1 | -4 | -0.5 | -1
COC(=O)c1nc2ccccn2c1F
→ 7 | 3 | 6 | -10 | -22 | 0 | 1 | 3 | -1 | -0.6 | 3
CC(C)(C)NC(=O)C(c1ccccn1)N(C(=O)C1CSC(=O)C1)c1ccc(F)cc1 (stereo unspecified)
→ 4 | -17 | -1 | -36 | -16 | 2 | -3 | -14 | 8 | 1.1 | 10
Cc1ccc(N2CC(C(=O)NCc3n[nH]c(=O)c4ccccc34)CC2=O)cc1 (stereo unspecified)
→ -6 | 7 | -6 | -17 | -4 | 6 | 2 | 11 | 0 | -0.3 | -13
CC1CCc2[nH]c3ccc(C(=O)N(C)CC(=O)Nc4ccccc4Br)cc3c2C1 (stereo unspecified)
→ 4 | -3 | 18 | -11 | -1 | -1 | 4 | 9 | -5 | 0.5 | 3
CCOC(=O)C1CC=C(Cl)CC1C(=O)Nc1nccs1 (stereo unspecified)
→ 5 | 31 | 18 | -3 | -2 | 5 | -8 | -4 | 5 | -2.0 | 3
Cc1ccc(Nc2ncnc(N)n2)cc1C
→ 0 | -40 | -25 | 28 | -9 | 3 | -1 | -14 | -21 | -0.3 | -12
CSc1ncc(C(=O)O)n1-c1ccc(F)cc1
→ -19 | 12 | -1 | -14 | -4 | -1 | 3 | 8 | 2 | 2.2 | 8
Cc1cccc(N2C(=O)CC(N(O)c3ccccc3)C2=O)c1 (stereo unspecified)
→ -25 | -67 | -70 | -53 | -9 | 5 | 2 | -14 | -28 | -0.3 | -6
COc1ccc(CN(C)C(=O)c2cc(-c3ccccc3)nc3ccc(C)cc23)c(OC)c1OC
→ 9 | -5 | 59* | -8 | 20 | 1 | -12 | 5 | -2 | -0.1 | 23
Cc1cc(C)cc(C(=O)N2CCC3(CC2)NCCc2[nH]cnc23)c1
→ 9 | 7 | 8 | -11 | -5 | 2 | 2 | -2 | 9 | 0.1 | 10
FC(F)(F)c1cccc(-c2cc3nc(NCCOc4ccccc4)ccn3n2)c1
→ -26 | -327 | -233 | -88 | -2 | x | -2 | x | x | 1.7 | -48
C=CCN(C(=O)CCc1ccccc1OC)c1nc(-c2ccc(S(C)(=O)=O)cc2)cs1
→ 15 | 19 | -1 | 23 | 42 | 4 | 0 | -5 | -19 | 0.8 | 14
O=S1(=O)c2cccc3cccc(c23)N1Cc1ccc(-c2nnco2)cc1
→ 24 | 6 | 3 | -19 | 8 | 4 | 1 | 2 | -5 | -1.1 | 3
COc1ccc(C(=O)NCc2ccccc2)cc1Br
→ -2 | -10 | 5 | -7 | -2 | 2 | 6 | 6 | -9 | -2.0 | -7
CN(C)S(=O)(=O)c1ccc2c(c1)nc(CCC(=O)NCC1CCCCC1)n2C
→ -5 | 6 | 16 | 1 | -11 | 7 | -13 | 4 | -4 | -1.3 | 5
COC(=O)c1ccc(CSc2ncnc3sc(C)c(C)c23)o1
→ 15 | 14 | 13 | -13 | -3 | 6 | 10 | 5 | 5 | -0.3 | 20
COc1ccc(C(=O)Nc2ccccc2C(=O)O)cc1Cl
→ -87 | -220 | -245 | -119 | 49 | 3 | 2 | -3 | -27 | -1.3 | -11
O=C(CSc1nc(O)c(C2CCCCC2)c(=O)[nH]1)Nc1ccccc1Cl
→ -7 | 13 | 5 | -10 | -1 | 3 | -13 | -6 | x | -0.5 | 3
C[N+]1(CCCCCCC(=O)/C=N/O)CCCCCC1
→ -23 | 14 | 3 | 5 | -6 | 5 | -1 | -19 | -10 | -2.4 | 0
COC(=O)c1ccc(CNC(=O)C2CCC(=O)N(CCCc3ccccc3)C2)cc1 (stereo unspecified)
→ 2 | 2 | -14 | -2 | 9 | -1 | -6 | -3 | 12 | -0.1 | 7
O=C(COC(=O)Cc1ccccc1F)NCCc1ccccc1
→ -22 | -1 | 7 | -14 | -5 | 3 | -1 | -3 | 7 | -1.3 | -5
